# ABCB1 block – ABCB1 efflux pump inhibitors, primary screen, cell-based, multiplex, flow cytometry, ABCG2 counter-screen; inhibition, % at 6.6 µM; CCRF-Adr cells, JC-1 efflux; 190,000 tested, 0.067% active; in the data active means inhibition above about 40%;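 further: 0% = vehicle and 100% = reference inhibitor; higher value means more JC-1 retained so stronger ABCB1 efflux block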
# Bim-Bcl-B – inhibitors of Bim-Bcl-B binding, primary screen, biochemical, multiplexed, human Bcl-2 family; Bcl-2-like protein 10 (Homo sapiens), Q9HD36; bead-based flow cytometry, Bim peptide-Bcl-B binding; inhibition, % at 10 µM; 190,000 tested, 0.073% active;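 further: 0% = tracer peptide without compound and 100% = reference inhibitor peptide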
# Target sequence (Q9HD36 whole entry, looked up): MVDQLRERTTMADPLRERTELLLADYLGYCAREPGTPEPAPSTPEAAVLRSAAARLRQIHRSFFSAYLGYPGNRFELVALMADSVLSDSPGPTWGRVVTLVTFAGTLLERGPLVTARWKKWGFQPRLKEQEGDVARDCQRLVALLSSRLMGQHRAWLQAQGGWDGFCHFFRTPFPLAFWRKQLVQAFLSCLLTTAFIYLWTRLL
# ABCG2 block – ABCG2 efflux pump inhibitors, primary screen, multiplex with ABCB1, IgMXP3 cells, flow cytometry. Broad substrate specificity ATP-binding cassette transporter ABCG2 (Homo sapiens), Q9UNQ0. JC-1 efflux. inhibition, % at 6.6 µM. 190,000 tested, 0.1% active. AID 1325, 2008;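 active means inhibition above 80%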;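 further: 0% = DMSO and 100% = nicardipine control wells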
#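 System: two drug-resistant human cell lines, ABCG2 and ABCB1; controls: nicardipine high and DMSO low controls; times: 10 min exposure at 25 °C with rotation, no wash; detection: flow cytometry of retained JC-1 fluorescence; read-out basis: percent efflux inhibition, scaled nicardipine 100% to DMSO 0%; doses: one concentration, 6.6 µM final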
# RGS4-Gao reg – modulators of RGS4 binding to Galphao, primary screen, biochemical, multiplexed bead flow cytometry; AID 1415, 2008; 220,000 tested, 0.33% active; binding response (% of control), % at 10 µM; Guanine nucleotide-binding protein G(o) subunit alpha (Homo sapiens), P09471; actives lie on both sides; in the data active means binding response below about 49% or above about 150%; inactive means in between;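 further: fluorescent Galphao activated with aluminum fluoride binding bead-coupled RGS4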
# Target sequence (P09471 whole entry, looked up): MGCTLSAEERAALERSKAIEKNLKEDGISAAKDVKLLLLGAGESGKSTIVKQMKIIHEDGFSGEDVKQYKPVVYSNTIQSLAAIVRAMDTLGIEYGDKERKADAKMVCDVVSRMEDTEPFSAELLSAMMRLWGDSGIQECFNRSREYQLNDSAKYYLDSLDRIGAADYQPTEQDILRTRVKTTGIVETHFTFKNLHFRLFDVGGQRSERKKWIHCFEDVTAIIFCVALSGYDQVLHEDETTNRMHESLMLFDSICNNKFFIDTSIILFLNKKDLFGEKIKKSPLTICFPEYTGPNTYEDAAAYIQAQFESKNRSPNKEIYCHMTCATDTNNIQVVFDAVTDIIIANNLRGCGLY
# Bim-Bcl-2 – inhibitors of Bim-Bcl-2 binding, primary screen, biochemical, multiplexed, human Bcl-2 family | 190,000 tested, 0.06% active | Apoptosis regulator Bcl-2 (Homo sapiens), P10415 | Bead-based flow cytometry, Bim peptide-Bcl-2 binding | inhibition, % at 10 µM | AID 950, 2007; in the data active means inhibition above about 40%; inconclusive means no clear call, values can overlap the other calls;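 further: 0% = no compound wells with probe peptide and 100% = reference peptide inhibitor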
# Bim-Bcl-XL – inhibitors of Bim-Bcl-XL binding, primary screen, biochemical, multiplexed, bead flow cytometry, human Bcl-XL; Bcl-2-like protein 1 (Homo sapiens), Q07817; Bim peptide-Bcl-XL binding, fluorescence; inhibition, % at 10 µM; 190,000 tested, 0.04% active; AID 1007, 2008
# Target sequence (Q07817 whole entry, looked up): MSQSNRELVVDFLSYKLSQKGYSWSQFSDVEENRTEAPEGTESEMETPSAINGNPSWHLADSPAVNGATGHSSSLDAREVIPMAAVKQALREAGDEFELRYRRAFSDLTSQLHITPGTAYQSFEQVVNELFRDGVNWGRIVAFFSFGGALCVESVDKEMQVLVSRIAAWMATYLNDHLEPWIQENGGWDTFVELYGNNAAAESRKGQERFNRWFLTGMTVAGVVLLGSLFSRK
# Bcl-W Bim block – inhibitors of Bim binding to Bcl-W, primary screen, biochemical, multiplexed, bead-based flow cytometry; inhibition, % at 10 µM; Bim peptide-Bcl-W binding; Bcl-2-like protein 2 (Homo sapiens), Q92843; 190,000 tested, 0.02% active;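 further: 0% = bound tracer without compound and 100% = peptide blocker; higher means less fluorescent Bim peptide bound to Bcl-W beads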
# Target sequence (Q92843 whole entry, looked up): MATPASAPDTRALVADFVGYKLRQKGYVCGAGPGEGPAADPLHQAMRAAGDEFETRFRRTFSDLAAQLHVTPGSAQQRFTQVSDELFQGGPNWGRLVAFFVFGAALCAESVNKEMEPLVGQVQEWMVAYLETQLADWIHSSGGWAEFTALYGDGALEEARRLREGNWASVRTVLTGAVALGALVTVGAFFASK
# RGS8-Gao reg – RGS8-Galphao binding modulators, primary screen, biochemical, multiplexed bead flow cytometry. Guanine nucleotide-binding protein G(o) subunit alpha (Homo sapiens), P09471. actives lie on both sides. response (percent of control binding), % at 10 µM. 220,000 tested, 0.34% active. AID 1423, 2008; in the data active means response below about 60% or above about 140%; inactive means in between;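 further: Galphao activated as the GDP aluminium fluoride complex binding bead-coupled RGS8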
# RGS7-Gao reg – RGS7-Galphao binding modulators, primary screen, biochemical, multiplexed bead flow cytometry. Guanine nucleotide-binding protein G(o) subunit alpha (Homo sapiens), P09471. actives lie on both sides. binding response (% of control), % at 10 µM. 220,000 tested, 0.35% active. AID 1439, 2008; in the data active means binding response below about 49% or above about 150%; inconclusive means no clear call, values can overlap the other calls; inactive means in between;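 further: fluorescent Galphao held in activated GDP-AlF4 state binding bead-coupled RGS7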
# Bim-Bfl-1 – inhibitors of Bim binding to Bfl-1, primary screen, biochemical, multiplexed, bead-based flow cytometry; inhibition, % at 10 µM; 190,000 tested, 0.12% active; AID 1008, 2008; Bim-Bfl-1 binding inhibition;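 further: 0% = wells without compound plus tracer and 100% = blocker peptide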
# Bim-Mcl-1 – inhibitors of Bim peptide binding to Mcl-1, primary screen, biochemical, bead-based flow cytometry, multiplex. Induced myeloid leukemia cell differentiation protein Mcl-1 (Homo sapiens), Q07820. Bim peptide-Mcl-1 binding. inhibition, % at 10 µM. 190,000 tested, 0.1% active. AID 1009, 2008;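 further: 0% = no compound tracer wells and 100% = peptide blocker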
# The depositor's hits bear a star; u = inconclusive; & = joins results of further samples. Unless noted, no stated cut-off is given here; in the data, active means inhibition above about 40%. Rows are unselected; about 0.94% have a hit in one of these screens.
SMILES,ABCB1 block,Bim-Bcl-B,ABCG2 block,RGS4-Gao reg,Bim-Bcl-2,Bim-Bcl-XL,Bcl-W Bim block,RGS8-Gao reg,RGS7-Gao reg,Bim-Bfl-1,Bim-Mcl-1
CCC(=O)N1CCc2cc(S(=O)(=O)NC(Cc3ccccc3)C(=O)NC3CCCCC3C)ccc21 (stereo unspecified),5.1,-7,4,94,-10,-6,0,97,97,-14,0
O=C(COc1ccc2ccccc2c1Br)Nn1cnnc1,1.4,-7,4,103,-7,-14,-2,103,115,-8,-3
CC(C)CNC(=O)C1CCCN(C(=O)NCc2ccccc2)C1 (stereo unspecified),-0.3,-3,0,98,-1,-1,-4,101,93,-5,2
c1ccc(CC2CCN(c3nc4ccccc4n4cnnc34)CC2)cc1,0.8,-7,5,105,-11,-4,0,102,107,-8,-2
O=C(CCC1CCCC1)Nc1ccccc1-c1ccccc1,-0.2,-1,13,102,4,-1,0,104,101,0,0
CCOC(=O)c1nnn(CC(=O)Nc2cccc(F)c2)c1C(=O)OCC,0.3,-8,0,101,-6,-3,3,97,96,-14,8
O=c1oc2c(CN3CCCCC3)c(O)ccc2c2c1CCCC2,2.8,-7,21,102,-13,-5,2,101,104,-19,-3
COc1ccccc1/C=N/NC(=O)C(=O)N1CCN(c2ccccc2OC)CC1,2.3,-6,15,103,0,-6,0,104,105,0,0
CC1CCc2c(nc3ncnn3c2N2CC(C)OC(C)C2)C1 (stereo unspecified),-0.6,0,-1,99,-1,0,-2,98,96,4,-4
CCOc1ccc(OC(=O)NC(c2ccccc2)C(Cl)(Cl)Cl)cc1 (stereo unspecified),-0.1,0,0,100,-2,2,4,105,99,1,-2
Cn1c(Cn2nnc3ccccc32)nnc1SCC(=O)N1c2ccccc2CCc2ccccc21,0.2,-6,0,109,-4,-5,1,107,113,-11,1
O=C(NCc1ccccn1)C1CCCCC1,-0.1,0,-1,102,0,0,0,102,108,-4,0
Cn1c(=O)c(C(=O)CCl)c(N)n(Cc2ccccc2)c1=O,0.3,-1,0,105,2,-1,1,108,109,0,2
CN(C(=O)COc1ccccc1)c1nc(-c2ccc(F)cc2)cs1,-0.1,-2,0,103,-8,-3,-1,107,104,-10,-1
O=C(CN1CCCCCC1)Nc1ccccc1Oc1ccccc1,17,-2,0,97,0,0,1,99,85,-3,0

# One compound at a time, from the list above:
# O=C(CN1CCCCCC1)Nc1ccccc1Oc1ccccc1 reads ABCB1 block = 17; Bim-Bcl-B = -2; ABCG2 block = 0; RGS4-Gao reg = 97; Bim-Bcl-2 = 0; Bim-Bcl-XL = 0; Bcl-W Bim block = 1; RGS8-Gao reg = 99; RGS7-Gao reg = 85; Bim-Bfl-1 = -3; Bim-Mcl-1 = 0
# c1ccc(CC2CCN(c3nc4ccccc4n4cnnc34)CC2)cc1 reads ABCB1 block = 0.8; Bim-Bcl-B = -7; ABCG2 block = 5; RGS4-Gao reg = 105; Bim-Bcl-2 = -11; Bim-Bcl-XL = -4; Bcl-W Bim block = 0; RGS8-Gao reg = 102; RGS7-Gao reg = 107; Bim-Bfl-1 = -8; Bim-Mcl-1 = -2

# (further entries)
SMILES,ABCB1 block,Bim-Bcl-B,ABCG2 block,RGS4-Gao reg,Bim-Bcl-2,Bim-Bcl-XL,Bcl-W Bim block,RGS8-Gao reg,RGS7-Gao reg,Bim-Bfl-1,Bim-Mcl-1
O=C(c1ccc(Br)s1)N1CCN(c2ncccn2)CC1,0.6,-5,2,106,-12,4,0,103,100,-16,0
CCOC(=O)C1CCN(C(=O)Nc2ccc(Cl)cc2)CC1,0.1,-11,4,98,-15,-3,-1,100,105,-18,-2
O=C(COc1ccccc1)Nc1nc2ccccc2[nH]1,0.5,-4,4,101,-3,-1,3,101,106,-10,1
COc1cccc(N(C(=O)CNC(=O)c2ccco2)C(C(=O)NC2CCCC2)c2ccncc2)c1 (stereo unspecified),0.2,-8,2,100,-4,-5,-3,100,104,-11,-2
C=CCNC(=O)c1ccccc1CCc1ccccc1,0.4,2,14,102,3,0,1,102,101,-5,3
CCCN1CCC(NC(=O)Nc2cc(Cl)ccc2OC)CC1,0.7,-5,4,103,-6,0,0,109,108,-8,-1
CN1CCC(N(C)C(=O)CCc2nc3ccccc3n2-c2ccccc2)CC1,0.2,-5,1,96,-1,-3,0,99,97,-5,1
C=CCn1c(CNC(=O)c2ccco2)nnc1SCC(=O)Nc1cccc(F)c1,0.0,0,1,104,3,0,-2,103,u,6,-1
Cc1cc(C)c(C#N)c(SCC(=O)OC2CCCCC2)n1,0.1,-8,1,101,-8,-11,3,98,101,-9,0
O=C(Nc1ccccc1)N(O)c1ccc(Cl)cc1,-0.2,-4,6,102,-6,-4,-4,97,101,-12,-4
COc1ccc(Cc2nnc(NS(C)(=O)=O)s2)cc1,0.2,-5,1,97,-2,-8,1,98,98,-4,2
Cc1nc2cc(N3CCCCC3)c(NC(=O)c3ccncc3)cc2c(=O)n1Cc1ccccc1,2.1,0,5,101,-3,-1,-1,100,100,-2,-2
[O-]C1=N/[N+](=C/c2ccc(Cl)cc2)CC1,1.4,-9,14,103,-10,-6,0,100,96,-18,-1
Fc1ccc(NC(=S)NC2CCCCC2)c(F)c1F,0.0,-6,0,102,-7,-5,-3,100,104,-11,4
CC(C)(C)NC(=O)NC(=O)COc1ccc(Br)cc1Br,0.6,-14,7,101,-8,-10,-10,101,101,-15,-3
COCCCn1c(SCC(=O)NC2CCCC2)nnc1-c1ccco1,-0.2,0,1,99,0,0,0,101,96,-4,0
COc1cc(NC(=O)CSc2nc(C)c(C)c(C)n2)c(C)cc1[N+](=O)[O-],2.0,15,22,91,20,26,15,98,100,22,20
CC(=O)c1ccc(N2CCN(C(=O)c3cc4c(-c5ccccc5F)nn(C)c4s3)CC2)cc1,6.8,-9,6,101,-9,-1,2,107,97,-10,0
CCc1cc2c(=O)c(Oc3ccccc3)c(C)oc2cc1O,-0.2,-5,0,105,-6,-1,-1,105,109,-11,1
O=C(O)CCCCCNc1nc2ncn(Cc3ccccc3)c2c(=O)[nH]1,0.4,1,2,104,1,-1,1,100,100,0,1
Cc1ccc(C2CC(C(F)(F)F)n3nc(C(=O)NCc4ccco4)cc3N2)cc1 (stereo unspecified),-2.1,-8,-2,104,-11,-5,-2,104,99,-11,-1
C=CCNC(=O)N1CCCC(C(=O)c2cccc(Cl)c2)C1 (stereo unspecified),1.1,0,4,100,0,-3,-4,97,98,3,-5
COc1ccc(-c2[nH]n(-c3ccc([N+](=O)[O-])cc3)c(=O)c2C=NCc2ccc(F)cc2)cc1,-0.1,-6,2,99,0,-4,-5,102,99,-3,4
CCN(CC)c1ccc(/C=N/NC(=S)NCc2ccco2)cc1,-1.0,-9,-3,99,-5,-5,-2,100,99,0,-6
COc1ccc(C(=O)NN/C(C)=C/C(=O)C(F)(F)C(F)(F)C(F)(F)F)cc1,-0.3,-7,-2,102,-3,-3,-3,100,102,-16,-2
NC(=O)NC(=O)CSc1nc2sc(-c3ccccc3)cc2c(=O)n1-c1ccccc1,1.6,-6,3,99,-2,0,-2,98,97,-5,-2
CC(=O)Nc1ccc(S(=O)(=O)Nc2ccc3c(c2)C(=O)OC3)cc1,-0.5,-7,9,91,-3,-3,0,98,100,-7,-1
CCOc1cc(/C=C2\C(=O)ON=C2C)ccc1OCc1ccccc1,-0.2,2,-3,95,3,-8,-4,89,92,4,-3
Cn1c(=O)c2c(nc(N3CCCCC3)n2CCNC2=NCCC2)n(C)c1=O,-6.6,1,-5,87,0,0,0,96,87,-3,0
CCCS(=O)(=O)N1CCCC(C(=O)NCCCN2CCCC2=O)C1 (stereo unspecified),0.2,-5,11,99,-3,-2,-2,100,101,0,-3
O=C(NC1CCCC1)C(c1ccsc1)N(Cc1ccccc1)C(=O)Cc1cccs1 (stereo unspecified),2.0,-1,3,100,-18,9,20,100,104,-8,-1
CC1CC(C)CN(c2cc(N(C)CCO)c([N+](=O)[O-])c3nonc23)C1 (stereo unspecified),0.8,-3,15,100,-2,0,2,99,u,-7,0
O=C(Nc1ccc(F)cc1)c1ccc(Cn2cnnn2)cc1,-0.1,-2,1,106,-2,-12,-8,104,100,-2,-20
O=[N+]([O-])c1ccc(NCCCNS(=O)(=O)c2ccccc2)c(Cl)c1,1.7,-2,38,97,4,-5,-5,89,99,3,-8
C/C(Cl)=C\Cn1c(=O)c2c(nc3n2CCS3)n(C)c1=O,0.7,0,5,100,2,2,1,99,102,-2,2
CC(C)C[C@H](NC(=O)OC(C)(C)C)C(=O)N1CCC(C(=O)O)CC1,1.5,1,5,102,0,0,-2,102,101,0,-3
O=C(NC1CCCC1)c1c[nH]c2ccc(F)cc2c1=O,0.1,-6,23,100,-7,-7,-4,100,98,-20,-1
CSc1ccc(S(=O)(=O)Nc2c(C)cccc2C)cc1,0.7,-10,2,101,-2,-2,-7,106,103,-1,-6
Cc1ccc(-n2c(N)c(C(=O)NCc3cccnc3)sc2=S)cc1,0.9,-4,4,98,0,-4,0,96,100,0,0
CCOc1ccc2nc(N3C(=O)/C(=C/c4ccccc4)NC3=S)sc2c1,-1.9,-5,-13,98,-6,-10,-8,107,102,0,-10
CCN(CC)S(=O)(=O)c1ccc(Cl)c(C(=O)NCc2ccco2)c1,0.2,-1,0,99,1,0,0,102,99,-2,1
Cc1ccc(Cl)cc1NC1=NC(=S)N(C(C)C)C12CCCCC2,0.8,-3,2,89,0,-4,-3,78,86,0,-4
O=C(Cn1cnc2c(oc3ccccc32)c1=O)NCc1ccco1,0.5,-5,2,100,0,-7,-5,99,98,0,1
CCOc1cc(C2C3=C(CCCC3=O)OC3=C2C(=O)CCC3)cc([N+](=O)[O-])c1O,0.7,1,1,105,4,0,0,99,101,6,1
CCOc1ccc(C(=O)Nc2ccccc2N2CCCC2)cc1,0.1,-6,1,116,-6,0,0,113,117,0,-4
CN1C(C(=O)Nc2ccccn2)=C(O)c2ccccc2S1(=O)=O,0.1,-5&1,3&0,104&105,2&-2,-4&-2,-5&-2,102&103,99&107,0&0,-2&0
O=C1NCCCC1C(=O)N/N=C/c1ccccc1 (stereo unspecified),0.0,-10,0,98,-8,-7,2,102,100,-8,-3
C=CCn1c(SCC(=O)N2CCOCC2)nc(O)c(Cc2ccccc2)c1=O,0.2,-8,3,101,-3,-4,-1,101,101,-10,-8
CCOC(=O)C1=C(C)NC(=O)NC1c1cccnc1 (stereo unspecified),1.0,0,5,105,-8,-1,-1,97,99,-4,1
COc1cc(C(=O)Nc2nccs2)c(Br)c(OC)c1OC,0.2,-14,2,97,-8,2,0,101,100,-11,-4

# Source: PubChem BioAssay (NMMLSC)
